Assay outcomes: PubChem, The Scripps Research Institute Molecular Screening Center
S1P3 antagonist: S1P3 receptor antagonists, primary screen, cell-based | Sphingosine 1-phosphate receptor 3 (Homo sapiens), Q99500 | CHO S1P3 NFAT-BLA reporter, FRET fluorescence, antagonist mode | inhibition, % at 4.98 µM | 170,000 tested, 0.27% active | AID 485, 2006;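 active = inhibition above the plate cutoff, the mean inhibition of test wells on that plate plus 3 SD, cut at about 28% in these data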;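 also: cells challenged with S1P at its EC80 of 0.8 µM; blue over green emission ratio from cleaved BLA substrate after 4 h stimulation; 0% = S1P-stimulated wells and 100% = unstimulated DMSO-only wells; some compounds past the cut are filed as inactive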
Target sequence (Q99500 whole entry, looked up): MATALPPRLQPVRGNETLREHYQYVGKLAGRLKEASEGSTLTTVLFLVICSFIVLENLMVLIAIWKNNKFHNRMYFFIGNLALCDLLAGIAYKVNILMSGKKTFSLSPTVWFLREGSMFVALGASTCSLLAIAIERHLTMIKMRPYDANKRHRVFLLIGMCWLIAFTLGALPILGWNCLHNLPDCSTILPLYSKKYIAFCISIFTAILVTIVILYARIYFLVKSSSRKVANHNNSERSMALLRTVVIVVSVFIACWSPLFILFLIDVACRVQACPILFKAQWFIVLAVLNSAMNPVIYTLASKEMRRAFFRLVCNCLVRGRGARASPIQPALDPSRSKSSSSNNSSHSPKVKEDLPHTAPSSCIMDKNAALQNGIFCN
Active calls of the source: *.

cpd	structure	S1P3 antagonist
1	Cc1ccsc1C(=O)Nc1n[nH]c(C(F)(F)F)n1	-4.1
2	Cc1ccc(NC(=O)Nc2cnccn2)cc1C	-1.3
3	O=[N+]([O-])c1ccc(-c2ncc(-c3ccc(Br)cc3)o2)cc1	-2.5
4	COc1ccc(-c2nnc(SCC(=O)N/N=C/c3ccccc3C(=O)O)n2-c2ccc(Cl)cc2)cc1	2.7
5	COC(=O)c1cc(=O)n2c(sc3ccccc32)c1C#N	-18.1
6	CCCc1c(C(=O)Nc2cc(C)on2)cnn1-c1ccccc1	-5.6
7	O=c1oc2ccccc2c2oc3cc(O)c(O)cc3c12	-20.1
8	CC(/C=C1\SC(=S)N(NS(=O)(=O)c2ccccc2)C1=O)=C\c1ccccc1	0.7
9	C/C(CC(=O)Nc1ccc(Br)cc1)=N\NC(=O)Cc1csc(N)n1	-0.5
10	CCOC(=O)C(=O)N1CCC(C(=O)OCC)CC1	1.3
11	O=S(=O)(c1ccc(Cl)nc1)N1CCc2ccccc21	6.1
12	NC(=O)COC(=O)c1cc(=O)[nH]c2ccccc12	-13.7
13	NS(=O)(=O)c1ccc(CCNC(=O)NC2CCCCC2)cc1	7.0
14	c1ccc(C(c2ccccc2)N2CCN(Cc3nc(-c4cnccn4)no3)CC2)cc1	6.2
15	Cc1cccc(N=C2NC(=O)/C(=C/c3cccnc3)S2)c1	4.7
16	N/C(CSc1ncccc1C(F)(F)F)=N\O	-2.0
17	Brc1ccc(-c2noc(-c3ccccc3)n2)o1	10.0
18	N=C1C(c2nc3ccccc3s2)=C(O)CN1C1CCC(O)CC1 (stereo unspecified)	0.6
19	O=C(C1CC1)N1CCN(c2ccc([N+](=O)[O-])cc2-n2cccc2)CC1	-13.4
20	CCN(CC)S(=O)(=O)c1ccc(N/N=C(\C)c2ccc(OC)cc2O)nc1	12.6
21	CSc1nc(SCCN(C)C)c2c3c(sc2n1)COC(C)(C)C3	-10.4
22	COc1cc(/C=N/n2c(-c3n[nH]c4c3CCC4)n[nH]c2=S)ccc1O	12.2
23	O=C(O)c1ccc(-n2ncc3c2/C(=C/c2cccc([N+](=O)[O-])c2)CC3)cc1	12.0
24	O=C(NCc1ccc(-c2csnn2)cc1)c1cccs1	4.1
25	Cc1ccc(NC(=O)CCc2nc3ccccc3[nH]2)cc1C	18.7
26	COc1ccc(N2C(=O)CC(N(CCc3ccc(S(N)(=O)=O)cc3)C(=S)Nc3ccccc3)C2=O)cc1 (stereo unspecified)	7.7
27	Cc1nc(N)[nH]c(=O)c1Oc1cccc(C(F)(F)F)c1	-16.3
28	CC(=O)Nc1nc(NC(=O)C(Cl)(Cl)Cl)n(-c2ccccc2)n1	-27.1
29	O=C(O)C1CSC(c2ccc3c(c2)OCO3)N1 (stereo unspecified)	0.9
30	Cc1cccc(C)c1NC(=S)NC(C)(C)CO	8.1
31	COc1ccc(CC2S/C(=N/N=C/c3ccccc3O)NC2=O)cc1 (stereo unspecified)	14.5
32	CC(=O)c1c(OC(=O)c2cccc(Cl)c2)c2ccccc2n1C	-12.3
33	O=C1N/C(=N/N=C/c2ccc(O)cc2)SC1Cc1ccccc1 (stereo unspecified)	2.6
34	N#Cc1cccnc1N1CCC(C(N)=O)CC1	-3.5
35	O=C(O)/C=C/C(=O)OC1CC2CCC1C2 (stereo unspecified)	-4.0
36	O=C(CC1C(=O)NCCN1Cc1c(F)cccc1Cl)NC1CCCCCC1 (stereo unspecified)	7.8
37	CC(C)(C)NC(=O)C1CCC(CNc2c(N3CCCCC3)c(=O)c2=O)CC1 (stereo unspecified)	-2.4
38	O=C(OCc1cc2ccccc2[nH]c1=O)c1ccc([N+](=O)[O-])cc1	-2.5
39	O=C(CN1CCN(Cc2ccccc2Cl)C1=O)NCc1cccnc1	9.5
40	CCC(C)NC(=O)c1cn(CC)c2cc(N3CCN(C)CC3)c(F)cc2c1=O (stereo unspecified)	5.4
41	O=C(O)CSc1ncnc2scc(-c3ccc(Br)cc3)c12	3.5
42	CCOC(=O)c1cc(C#N)c(SCC(=O)Nc2ccc(C(C)=O)cc2)[nH]c1=O	-6.6
43	COc1cccc(C2C(C(=O)c3ccco3)=C(O)C(=O)N2CCCN2CCOCC2)c1OC (stereo unspecified)	-29.2
44	O=C(Cc1ccc(Cl)cc1)NNC(=S)NC(=O)c1cccs1	-12.7
45	Cn1nc(C(C)(C)C)cc1NC(=O)Nc1cc(Cl)cc(Cl)c1	-4.0
46	Cc1ccc(Nc2nc(-c3cccnc3)nc3ccccc23)cc1	35.1*
47	COc1ccc(CCNC(=O)COc2ccccc2[N+](=O)[O-])cc1OC	-7.8
48	CCN(CC)S(=O)(=O)c1cc(NC(=O)C2Cc3ccccc3C(=O)O2)ccc1C (stereo unspecified)	-9.4
49	CC(=O)NS(=O)(=O)c1ccc2sc(C)nc2c1	5.7
50	Cc1c(N2C(=O)CSC2c2ccccc2)c(=O)n(-c2ccccc2)n1C (stereo unspecified)	-5.6

More records follow:
cpd	structure	S1P3 antagonist
51	CCOC(=O)c1ccc(-c2ccc(/C=N/NC(=O)Cc3nnc(N)s3)o2)cc1	-2.6
52	O=C(N/N=C/c1cccs1)C(O)c1ccccc1 (stereo unspecified)	-14.6
53	COc1ccc(C(CCNCc2ccc(OC(C)C)cc2)C(C)C)cc1 (stereo unspecified)	15.3
54	Cc1cccc(NNC(=O)C(=O)NNc2cccc(C)c2)c1	8.0
55	O=C(Nc1cccc(Cl)c1N1CCOCC1)c1cccnc1Cl	-3.6
56	Cc1[nH]c(=O)[nH]c(=O)c1/C=N/NC(=O)CCNC(=O)OC(C)(C)C	-6.5
57	CCOC(=O)C1=C(c2ccccc2)NC(N)=NC1c1ccc(OCc2ccc(C(=O)OC)cc2)cc1 (stereo unspecified)	-11.0
58	C#CCSc1n[nH]c(=O)n1-c1cccc(C(F)(F)F)c1	-9.5
59	S=c1[nH]cnc2sc(Nc3ccccc3)nc12	11.7
60	CCc1nc(SCC(=O)Nc2ccc(N(C)C)cc2)c2ccccc2n1	-0.2
61	FC(F)(F)c1cc(N2CCN(Cc3ccccc3)CC2)c2ccccc2n1	1.8
62	Cc1ccc(S(=O)(=O)NCc2c(Cl)cccc2Oc2ccccc2)cc1	-1.3
63	Cc1cc(-c2nnnn2-c2cc(Cl)cc(Cl)c2)no1	1.2
64	C[C@H](NC(N)=O)C(=O)Nc1ccc2c(c1)OCO2	-3.6
65	O=C(O)c1ccc(S(=O)(=O)c2ccc3c(c2)C(=O)N(NC(=O)c2cccnc2)C3=O)cc1	-20.3
66	O=C(O)CC1S/C(=N/N=C/c2ccccn2)NC1=O (stereo unspecified)	-2.0
67	COc1ncnc2c1oc1nc(C)c3c(c12)CC(C)(C)OC3	-0.9
68	CC[n+]1c(C)sc2sc3ccccc3c21	-11.9
69	NNC(=O)c1ccc(COc2ccc3ccccc3c2)o1	0.7
70	CN(C)CCC1c2ccc(Cl)cc2CCc2cccnc21 (stereo unspecified) (tested in a mixture with another compound)	0.8
71	Cc1ccc(NC(=O)CN(C)C(=O)CSc2nnnn2C)cc1	-4.3
72	CC1(C)CC(C(CC(=O)N2CCCC2)Cc2ccccc2)CCO1 (stereo unspecified)	-1.4
73	C/C(=N/N=C1\SCC(=O)N1c1ccccc1)c1ccc(C)cc1	6.9
74	NS(=O)(=O)c1cccc(NC(=O)c2cccnc2Oc2ccccc2)c1	-4.0
75	O=[N+]([O-])c1cc(S(=O)(=O)Nc2cccc(Cl)c2)ccc1N/N=C/c1ccc(N2CCOCC2)cc1	-1.9

The final six records of the part before open the next one:
cpd	structure	S1P3 antagonist
70	CN(C)CCC1c2ccc(Cl)cc2CCc2cccnc21 (stereo unspecified) (tested in a mixture with another compound)	0.8
71	Cc1ccc(NC(=O)CN(C)C(=O)CSc2nnnn2C)cc1	-4.3
72	CC1(C)CC(C(CC(=O)N2CCCC2)Cc2ccccc2)CCO1 (stereo unspecified)	-1.4
73	C/C(=N/N=C1\SCC(=O)N1c1ccccc1)c1ccc(C)cc1	6.9
74	NS(=O)(=O)c1cccc(NC(=O)c2cccnc2Oc2ccccc2)c1	-4.0
75	O=[N+]([O-])c1cc(S(=O)(=O)Nc2cccc(Cl)c2)ccc1N/N=C/c1ccc(N2CCOCC2)cc1	-1.9
76	CC1CCc2c(sc(NC(=S)NC(=O)c3ccccc3)c2C#N)C1 (stereo unspecified)	-6.2
77	CC(C)CNC(=O)CCc1nc(-c2ccccc2)no1	-9.2
78	CN1CN(C)C(c2ccncc2)=C1c1ccncc1	-4.4
79	O=C(CSc1ccc2nnc(-c3cccs3)n2n1)N1CCOCC1	-2.0
80	Nc1nc(NCc2ccco2)nc(NCCO)c1[N+](=O)[O-]	-2.5
81	Cc1cc(-c2nc(C)c(C(=O)NNS(=O)(=O)c3ccc(Cl)cc3Cl)s2)no1	0.9
82	O=C1C(=O)c2ccccc2C(O)=C1c1ccccc1F	-9.0
83	CSc1nc2ccc(NC(=O)NC(=O)c3c(F)cccc3F)cc2s1	7.8
84	Cc1ccc(S(=O)(=O)N2CCN(CC(=O)N/N=C\c3ccccn3)CC2)cc1	-11.7
85	COc1ccc(-c2cc(C(F)(F)F)c(C#N)c(=O)[nH]2)cc1	-11.8
86	Nc1ccc(S(=O)(=O)Nc2cnc3ccccc3n2)cc1	9.2
87	O=[N+]([O-])c1cccc(-c2noc(-c3cccs3)n2)c1	11.6
88	O=C(Nc1ccccc1)N1CCCN(c2ccc(C(F)(F)F)cc2[N+](=O)[O-])CC1	13.1
89	CCCC(=O)N/C(N)=N/c1nc(C)c2ccccc2n1	4.0
90	Clc1ccc(C2CSc3c4ncnc-4ncn32)cc1 (stereo unspecified)	-15.4
91	O=C(NCc1ccccc1)NC12CC3CC(CC(C3)C1)C2	8.3
92	O=C(O)CC/C(=N\Nc1ccc([N+](=O)[O-])cc1)c1ccccc1	6.1
93	O=[N+]([O-])c1cccnc1Oc1ccc(F)cc1	-0.6
94	O=C(N/N=C/c1cccnc1)c1cc(-c2ccccc2OCc2ccccc2)n[nH]1	-9.9
95	CC(=O)NNC(=O)c1csc(-c2csc(C)n2)n1	-5.6
96	Cc1ccccc1C(=O)Nc1nnc(CC(=O)N/N=C/c2cn(Cc3ccccc3)c3ccccc23)s1	-4.9
97	COc1ccc(Cn2c(=O)c3[nH]cnc3n(-c3ccccc3C)c2=O)cc1	22.1
98	CCOc1cc2c(Cl)ncnc2c(OCC)c1OCC	-9.1
99	CCSC1=N/C(=C\C=C2/Oc3ccccc3N2CC)C(=O)S1	12.5
100	Cc1ccsc1/C=N/n1cnnc1	-4.6
101	CC1(C)CC2CC(C)(CN2/C=N/c2sc3c(c2C#N)CC(C)(C)NC3(C)C)C1 (stereo unspecified)	-9.3
102	CCOC(=O)C(C)NC(=O)Cn1ncc2c(=O)oc3ccc(C)cc3c21 (stereo unspecified)	-1.5
103	O=C(CN1CCN(Cc2ccccc2)CC1)N/N=C/c1ccccc1F	4.8
104	Cc1ccc(NC(=S)N2CCN(c3nccc(C(F)(F)F)n3)CC2)c(C)c1	-1.7
105	Oc1ccc(N=Nc2ccc3c(c2)OCCO3)c(O)c1	3.6
106	CCOC(=O)/C(C#N)=C/C1=C(N2CCOCC2)CC(C)(C)OC1	0.9
107	Cc1c(S(=O)(=O)c2ccccn2)c(N)n(Cc2ccccc2)c1C	-10.2
108	CCOC(=O)c1cnn(-c2ccc([N+](=O)[O-])cc2)c1N	-14.8
109	CC(C)(O)CNC(=O)Nc1ccc(Cl)c(Cl)c1	0.2
110	CCOC(=O)N1C/C(=C\c2ccccc2)C(=O)/C(=C/c2ccccc2)C1	17.0
111	S=C(NCc1ccco1)N/N=C/c1cccnc1	-13.0
112	O=C(CSc1nnc(-c2ccc(C(F)(F)F)cn2)s1)c1ccc(Cl)cc1	0.7
113	O=C(O)CC1(CC(=O)Nc2cccc(C(F)(F)F)c2)CCCC1	2.4
114	O=C(c1ccccc1)C1CCN(C(=O)Nc2ccccc2)CC1	-1.3
115	Cc1nc([N+](=O)[O-])cn1C(C)C	-14.0
116	C(=C\c1nccc2c1[nH]c1ccccc12)/c1ccccc1	4.3
117	CCOc1nc(CC(C)C)c2c(c1C#N)CC(C)(C)OC2	3.3
118	O=C(CSc1nnc(-c2ccncc2)n1Cc1ccco1)Nc1ccccc1F	-5.0
119	COC(=O)c1c(C)cc(C)c2c1CC(C)(C)C2=O	-6.2
120	O=C(CSc1nc2ccc([N+](=O)[O-])cc2s1)c1ccc2ccccc2c1	-5.2
121	CC(C)CCC(CCN1CCCC1)c1ccc2c(c1)OCO2 (stereo unspecified)	-2.5
122	CC(Oc1ccccc1)C(=O)Nc1cccc(NC(=O)c2ccco2)c1 (stereo unspecified)	4.2
123	Cc1cc(C(=O)Cn2c(CO)nc3ccccc32)c(C)n1C	4.9
124	CC(=O)C(Sc1nnnn1-c1ccccc1)C(C)=O	-9.1
125	O=C(COC(=O)c1ccc(NS(=O)(=O)c2cccs2)cc1)NCc1ccco1	12.0

New compounds follow
cpd	structure	S1P3 antagonist
126	C#CC(C)(C)NC(=O)c1ccc(-c2ccccc2F)cc1	-6.8
127	CC(=O)OCc1cc(-c2nc3ccccc3[nH]c2=O)nn1-c1ccc(Cl)cc1	5.6
128	OC1CCCN(CC(O)COC(c2ccccc2)c2ccccc2)C1 (stereo unspecified)	6.4
129	Cc1ccc(Nc2nc(C)c3c(n2)CC(C)CC3=O)c(C)c1 (stereo unspecified)	-3.1
130	O=c1nc(-c2ccccc2)nc(-c2ccccc2)[nH]1	0.0
131	Oc1ccc(/C=N\Nc2nncc(-c3ccccc3)n2)cc1	8.7

Look-ups from the results shown:
OC1CCCN(CC(O)COC(c2ccccc2)c2ccccc2)C1 (stereo unspecified) | S1P3 antagonist: 6.4
O=c1nc(-c2ccccc2)nc(-c2ccccc2)[nH]1 | S1P3 antagonist: 0.0

Arranged by value in S1P3 antagonist (falling): 3 of the compounds above.
cpd	structure	S1P3 antagonist
110	CCOC(=O)N1C/C(=C\c2ccccc2)C(=O)/C(=C/c2ccccc2)C1	17.0
39	O=C(CN1CCN(Cc2ccccc2Cl)C1=O)NCc1cccnc1	9.5
117	CCOc1nc(CC(C)C)c2c(c1C#N)CC(C)(C)OC2	3.3

A portion of the library (hit frequency here may not be typical).
